# Rin1 Abl inh: human Rin1-Abl interaction inhibition; P00519+Q13671; TR-FRET Rin1/Abl binding, biochemical; inhibition, % at 7.35 µM; actives 0.4% (n = 360,000); in the data active = inhibition above about 5%, passing the limit was not always enough
# Neddylation inh: blocks human cullin neddylation; TR-FRET cullin neddylation, biochemical; P61081+Q13564; actives 0.58% (n = 360,000); calls only at 25 µM; in the data active = inhibition above about 36%
# Scp-1 inhibitor: inhibitors of human Scp-1 phosphatase; Q9GZU7; Recombinant Scp1, phosphopeptide, malachite green phosphate absorbance; inhibition, % at 20 µM; actives 0.88% (n = 340,000);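 active = inhibition above about 50% at 20 µM, limit read from the data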;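 note: plate controls were DMSO wells with enzyme for no effect and wells lacking enzyme for full effect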
# Target sequence (Q9GZU7 76-261 limits assumed): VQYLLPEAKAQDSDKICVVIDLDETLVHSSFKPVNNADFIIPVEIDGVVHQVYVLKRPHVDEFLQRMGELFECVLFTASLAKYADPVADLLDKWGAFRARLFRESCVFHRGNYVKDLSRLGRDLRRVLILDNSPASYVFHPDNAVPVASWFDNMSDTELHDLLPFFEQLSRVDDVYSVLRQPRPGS
#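 Material: truncated SCP-1 phosphatase (76-261aa) / Buffer or medium: 50 mM Tris acetate pH 5.5, 0.005% Tween-20, 10 mM MgCl2 / Compound dosing: one concentration, 20 µM, with 1.0% DMSO / Incubation: 45 min room-temperature reaction, 5 min colour, 30 min stabiliser / Detection: colorimetric free-phosphate detection, absorbance 630 nm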
# LMPTP inh: LMPTP (human) inhibition; actives 0.22% (n = 360,000); P24666; recombinant LMPTP-A, OMFP fluorogenic substrate, fluorescence intensity; AID 651560; inhibition, % at 20 µM;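 active = compounds that cut the enzyme signal by at least half of the control window in the single-dose screen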;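 note: plate controls were DMSO wells with enzyme plus substrate for no effect and substrate without enzyme for full effect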
# Target sequence (P24666 whole entry, looked up): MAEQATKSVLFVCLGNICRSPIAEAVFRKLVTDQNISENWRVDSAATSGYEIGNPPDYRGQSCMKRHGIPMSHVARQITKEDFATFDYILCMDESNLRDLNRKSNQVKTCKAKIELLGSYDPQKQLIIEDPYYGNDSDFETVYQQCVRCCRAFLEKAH
#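 Test system – LMPTP-A phosphatase enzyme · Quantity – 0.625 nM LMPTP-A final · Reagent – OMFP substrate, 400 µM final · Dosing – one test concentration per compound, 20 µM, with 3% DMSO overall · Timing – 50 min enzyme reaction at room temperature, protected from light · Detection – fluorescence intensity · Controls – substrate-only low control, DMSO enzyme-plus-substrate high control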
# DNMT1 inh: DNMT1 (human) enzyme inhibition. DNMT1 molecular beacon, Hinp1I cleavage, fluorescence. inhibition (reported as % activation of signal), % at 10 µM. actives 0.83% (n = 360,000). P26358; in the data active = inhibition above about 50%
# STEP block: STEP (human) phosphatase inhibition | P54829 | recombinant STEP, OMFP fluorogenic substrate, fluorescence | inhibition, % at 20 µM | actives 0.25% (n = 360,000) | AID 588621;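 active = inhibition at 20 µM, scaled per plate between control wells, above about 37%, limit read from the data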;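 note: 0% = DMSO with enzyme and substrate and 100% = substrate only without enzyme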
#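 medium = Bis-Tris buffer pH 6.0, 2.5 mM DTT, 0.005% Tween 20 | test system = STEP (striatal-enriched tyrosine phosphatase) enzyme, cell-free | measure = normalized % inhibition | compound dosing = 20 µM, 1% DMSO | also added = 25 µM OMFP | schedule = reaction 20 min, ambient temperature | measured by = fluorescence read at 480 nm ex / 540 nm em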
# NadD block: inhibitors of Staphylococcus aureus NadD | purified NadD enzyme, colorimetric absorbance read-out | inhibition, % at 20 µM | actives 0.78% (n = 360,000) | AID 602399; in the data active = inhibition above about 26%; note: some compounds past the cut are filed as inactive
# CSN deneddyl inh: blocks human CSN-mediated cullin deneddylation | Purified CSN, SCF-Nedd8-OG deneddylation, fluorescence polarization | inhibition, % at 12.5 µM | actives 0.38% (n = 360,000) | Q92905;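 active = pattern-corrected inhibition above about 35%, with an unprinted fluorescence ratio check between 0.5 and 1.5, limit read from the data, passing the limit was not always enough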;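 note: 0% = enzyme with substrate and 100% = substrate without enzyme; some results filed as inactive read as strong as hits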
# Target sequence (Q92905 whole entry, looked up, one chain of several): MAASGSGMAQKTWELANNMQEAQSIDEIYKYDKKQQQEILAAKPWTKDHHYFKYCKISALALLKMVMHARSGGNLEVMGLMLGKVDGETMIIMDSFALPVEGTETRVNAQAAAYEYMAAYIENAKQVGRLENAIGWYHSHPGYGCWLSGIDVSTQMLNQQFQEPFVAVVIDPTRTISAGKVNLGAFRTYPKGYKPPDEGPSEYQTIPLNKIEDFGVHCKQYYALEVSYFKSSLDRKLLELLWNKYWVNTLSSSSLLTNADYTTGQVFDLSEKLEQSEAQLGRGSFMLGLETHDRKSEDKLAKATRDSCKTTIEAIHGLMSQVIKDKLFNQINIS
#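 assay system = purified human Csn5 enzyme expressed in HEK293T cells | amount = 0.24 nM enzyme | buffer or medium = Tris/NaCl/DTT buffer, pH 7.5 | reagent = 10 nM SCFSkp2-Nedd8OG | compound = one concentration, 12.5 µM, 0.25% DMSO | times = 90 min reaction at room temperature | signal = FP | read-out basis = % inhibition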
# SUMO1 PPI mod: modulators of human SUMO1-mediated protein-protein interactions; P63165; SUMO1 binding to a labelled peptide, TR-FRET, 1 h; inhibition, % at 20 µM; actives 0.33% (n = 360,000); AID 602429; in the data active = inhibition above about 37%
# Target sequence (P63165 whole entry, looked up): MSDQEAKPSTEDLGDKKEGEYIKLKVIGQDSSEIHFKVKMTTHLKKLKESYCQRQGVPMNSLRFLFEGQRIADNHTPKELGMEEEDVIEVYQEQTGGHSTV
# Rpn11 block: blocks the human proteasome subunit Rpn11; O00487; calls only at 20 µM; human 26S proteasome, Ub4-pepOG fluorescence polarization; 20S core pre-blocked with epoxomicin; AID 588493; actives 0.59% (n = 360,000);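 active = inhibition at 20 µM, scaled to each plate's controls, above about 33%, limit read from the data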
# Active calls of the source: *; i = inactive; . = no result given; + = active, no number.
SMILES,Rin1 Abl inh,Neddylation inh,Scp-1 inhibitor,LMPTP inh,DNMT1 inh,STEP block,NadD block,CSN deneddyl inh,SUMO1 PPI mod,Rpn11 block
CCCc1[nH]n(-c2ccc(F)cc2)c(=O)c1C=NCC1CCCO1 (configuration not stated),3,i,0,-1.0,6,1,3,1,2,i
COC(=O)c1ccccc1NC(=O)CSc1ccc(C)cc1,4,i,-8,-0.1,-1,-6,-1,-2,2,i
CCOC(=O)C1=C(CN2CCc3ccccc32)NC(=O)NC1c1ccc(Cl)cc1 (configuration not stated),2,i,5,5.1,-9,2,-4,3,-4,i
CCOC(=O)Cc1csc(NC(=O)c2ccc(Cl)s2)n1,-1,i,-4,0.5,-1,2,-5,0,-1,i
COc1cc(C(=O)C(=O)N2CCC(Cc3ccccc3)CC2)cc2ccccc12,.,i,.,2.1,.,.,.,-1,0,.
O=S1(=O)CC(N2CCN(Cc3ccccc3F)CC2)CN1Cc1cn(Cc2ccc(Cl)cc2)nn1 (configuration not stated),.,i,.,0.2,.,.,-8,-9,1,.
Cc1nnc(NC(=O)CSc2nnnn2Cc2ccccc2)s1,0,i,-2,-2.6,3,-1,-1,-5,4,i
CCOC(=O)C1CCN(S(=O)(=O)c2ccc3c4c(cccc24)C(=O)N3CC)CC1,-2,.,-7,-0.9,0,2,3,2,-17,i
C=CCNC(=O)NC(=O)Cn1c(=O)c2c(ncn2CC)n(Cc2ccccc2)c1=O,1,i,4,-2.7,-3,-2,-1,-3,1,i
COc1cccc(C(=O)Nc2cccc3c2ccc2cccn23)c1,-1,i,-2,0.2,-6,0,3,8,8,i
COc1ccccc1NS(=O)(=O)c1ccc(C)c(C(=O)NNC(=O)c2csc(N3CCOCC3)n2)c1,1,i,-8,0.8,3,-1,4,3,-3,i
O=C(CCc1cccc(Cl)c1)NC1CCCN(Cc2ccccc2F)C1 (configuration not stated),-1,i,-2,-1.7,-2,0,-5,3,-1,i
Cc1ccc(C2NCCS2)cc1 (configuration not stated),0,i,-12,-3.1,-2,-1,-5,-4,0,i
O=C(CN1C(=O)CCC1=O)Nc1nc2c(F)cc(F)cc2s1,2,i,-12,-1.0,1,-2,3,2,-1,i
c1ccc2c3c(cc(N4CCOCC4)c2c1)OC1(N2CCOCC2)CCCCC1O3 (configuration not stated),5,i,-12,2.2,-11,1,-1,-2,-2,i
COc1ccc(-c2nc3n(n2)C(c2ccncc2)C(C(N)=O)=C(C)N3)cc1 (configuration not stated),0,i,-4,-1.5,0,1,-2,2,-3,i
O=C(CNC(c1ccccc1)c1ccccc1)Nc1ccccc1-c1ccccc1,0,i,-3,5.7,4,2,6,-2,-4,i
CCOC(=O)CC1C(=O)NCCN1C(=S)Nc1ccccc1 (configuration not stated),0,i,0,-1.1,2,-3,0,-2,-2,i
O=C(CSc1nnc(COc2ccccc2Cl)o1)NC(=O)NCc1ccco1,-1,i,76*,34,72*,4,4,26,20,i
COc1ccc(-c2csc(Nc3ncccc3C)n2)cc1OC,0,i,-11,1.0,-13,0,7,-3,-2,i

# Fetched one by one from the entries so far:
SMILES,Rin1 Abl inh,Neddylation inh,Scp-1 inhibitor,LMPTP inh,DNMT1 inh,STEP block,NadD block,CSN deneddyl inh,SUMO1 PPI mod,Rpn11 block
Cc1nnc(NC(=O)CSc2nnnn2Cc2ccccc2)s1,0,i,-2,-2.6,3,-1,-1,-5,4,i
COc1ccccc1NS(=O)(=O)c1ccc(C)c(C(=O)NNC(=O)c2csc(N3CCOCC3)n2)c1,1,i,-8,0.8,3,-1,4,3,-3,i

# More results follow.
SMILES,Rin1 Abl inh,Neddylation inh,Scp-1 inhibitor,LMPTP inh,DNMT1 inh,STEP block,NadD block,CSN deneddyl inh,SUMO1 PPI mod,Rpn11 block
CCOC(=O)c1ccc(N2C(=O)CC(N3CCOCC3)C2=O)cc1 (configuration not stated),1,i,-4,-2.1,0,-4,-5,-3,-1,i
O=C1NC[C@H](CCCCN2C[C@H](Cc3ccc(O)cc3)N(Cc3ccccc3)C(=O)C2=O)N(CCc2ccc(O)cc2)C1=O,.,i,.,-0.2,.,.,10,-2,6,.
CCOC(=O)N1CCN(C(=O)CCCCCn2c(=S)[nH]c3ccsc3c2=O)CC1,0,i,1,4.7,2,-1,2,-1,4,i
C=CCc1c(C)nc(C)nc1N/N=C/c1ccccc1,-2,i,-10,5.7,7,0,-5,-3,-1,i
OCCc1ccc(NCCc2ccco2)cc1,1,i,.,-1.8,-17,0,-7,0,4,i
Cc1ccccc1Cn1ccc(NC(=O)c2cnn3c2NC(c2ccccc2)CC3C(F)(F)F)n1 (configuration not stated),0,i,6,5.4,-19,0,18,6,3,i
O=C1c2ccccc2NC2(CCCC2)N1NS(=O)(=O)c1ccccc1,5,.,-4,0.4,1,-1,-5,-11,-4,i
Cc1ccc(NC(=O)COC(=O)c2ccc3c(=O)n4c(nc3c2)CCC4)c(Br)c1,-1,i,0,-0.5,3,-2,0,0,-4,i
C=CCn1sc(=N)c(C#N)c1N,3,i,-4,-0.5,-9,2,-2,12,-1,+
CC(C)(C)c1ccc(C(=O)N2CCC(NC(=O)c3ccccc3)CC2)cc1,5,i,-8,-0.7,-1,-1,-2,1,-2,i
C=CCn1c(SCC(=O)Nc2ccc(N3CCOCC3)cc2)nnc1-c1ccco1,2,i,-1,1.4,0,0,3,-1,-2,i
CCn1nnc(NC(=O)c2cc(Cl)c(OC)c(Cl)c2)n1,0,i,-4,0.1,-2,0,2,3,-2,i
Cc1sc2ncnc(Sc3nnnn3-c3ccccc3)c2c1C,-2,i,-8,-0.8,21,5,-8,7,-1,i
Cc1[nH]c2c(C)cccc2c(=O)c1CN1CCCCCC1,-2,i,-14,11,-2,1,-5,5,-23,i
CCCCOC(=O)c1c(C)oc2ccc(NS(=O)(=O)c3ccc4c5c(cccc35)C(=O)N4)cc12,0,i,42,5.2,-13,-1,32*,-3,6,i
O=C(CN1CCN(S(=O)(=O)N2CCCCCC2)CC1)Nc1ccc(F)cc1,3,i,-2,-1.2,-2,-1,-3,0,-4,i
O=C(NN=C1C2CC3CC(C2)CC1C3)c1ccncc1,0,i,-2,-0.5,0,-2,5,-3,0,i
CC(C)Oc1ccc(C(=O)OCC(=O)c2ccc[nH]2)cc1,-1,i,-7,1.6,-1,1,-1,-2,-2,i
CNC(=O)C1CN(C(=O)c2nn(Cc3ccccc3)c(=O)c3ccccc23)c2ccccc2O1 (configuration not stated),-1,i,.,-0.8,3,-2,6,-1,3,i
O=C(Cn1cc(C(=O)c2ccco2)c2ccccc21)NC1CC1,1,i,-8,-1.6,1,-2,-7,0,3,i

# Entries of single compounds as entered above. Values in the order: Rin1 Abl inh | Neddylation inh | Scp-1 inhibitor | LMPTP inh | DNMT1 inh | STEP block | NadD block | CSN deneddyl inh | SUMO1 PPI mod | Rpn11 block
# CCOC(=O)CC1C(=O)NCCN1C(=S)Nc1ccccc1 (configuration not stated) reads 0 | i | 0 | -1.1 | 2 | -3 | 0 | -2 | -2 | i
# O=C1NC[C@H](CCCCN2C[C@H](Cc3ccc(O)cc3)N(Cc3ccccc3)C(=O)C2=O)N(CCc2ccc(O)cc2)C1=O reads . | i | . | -0.2 | . | . | 10 | -2 | 6 | .
# COc1cccc(C(=O)Nc2cccc3c2ccc2cccn23)c1 reads -1 | i | -2 | 0.2 | -6 | 0 | 3 | 8 | 8 | i
# C=CCNC(=O)NC(=O)Cn1c(=O)c2c(ncn2CC)n(Cc2ccccc2)c1=O reads 1 | i | 4 | -2.7 | -3 | -2 | -1 | -3 | 1 | i
# O=C(CSc1nnc(COc2ccccc2Cl)o1)NC(=O)NCc1ccco1 reads -1 | i | 76* | 34 | 72* | 4 | 4 | 26 | 20 | i

# Next compounds.
SMILES,Rin1 Abl inh,Neddylation inh,Scp-1 inhibitor,LMPTP inh,DNMT1 inh,STEP block,NadD block,CSN deneddyl inh,SUMO1 PPI mod,Rpn11 block
COc1ccc(Cc2c(C(C)(C)C)nc3cc(C)c(Br)c(C)n23)c(C)c1,.,i,.,3.2,.,.,8,2,6,.
COc1ccc2c(CC(=O)N(C)CC3COc4ccccc4O3)coc2c1 (configuration not stated),-1,i,-9,0.4,-13,1,3,0,3,i
CCCN1CCN(CCCNC(=O)CN2C(=O)COc3ccc(C(C)(C)C)cc32)CC1,-4,i,.,-1.6,2,2,-3,1,1,i
CCN(CC(=O)Nc1c(F)cccc1F)C(=O)CNC(=O)c1cccs1,-1,i,26,0.1,-2,-2,-4,-1,4,i
Cc1ccc([N+](=O)[O-])cc1N/C=C1\CCc2ccccc2C1=O,-3,i,-5,-0.4,-3,4,5,6,-6,i
Cc1c(C(=O)N2CCCC2)sc(NC(=O)c2ccccc2)c1C#N,4,i,-2,-0.7,-4,2,1,5,10,i
C=CCc1cccc(CNc2nc3ccccc3n2CCN2CCOCC2)c1O,-2,i,-7,3.9,-4,-2,0,-6,0,i
COc1cccc(Cn2nc(C(=O)O)c3ccccc3c2=O)c1,2,i,-6,0.1,2,0,-7,-9,-2,i
C=CCSc1nnc(NC(=O)C2CC(=O)N(c3ccc4c(c3)OCCO4)C2)s1 (configuration not stated),2,i,2,1.7,13,-2,-6,0,4,i
Brc1ccc(-c2nnc(Cc3ccccc3)o2)cc1,2,i,-11,0.6,2,3,1,-2,10,i
Cn1c(SCc2cccc(F)c2)nnc1-c1ccccn1,2,i,-4,-1.8,2,0,-2,-1,-2,i
CCC(=O)N1N=C(c2cccc(NS(C)(=O)=O)c2)CC1c1cccs1 (configuration not stated),3,i,-9,-1.1,5,2,-6,-2,-6,i
N#CC(C#N)=CNc1cccnc1,-2,i,-17,-0.7,-1,-1,-3,-6,2,i
COc1ccc(OC)c(CN2CCN(CC(=O)Nc3ccccc3C(=O)NC3CC3)CC2)c1,2,i,-13,-0.9,6,-3,-4,-1,-1,i
O=C(O)c1cc(-c2ccncc2)nc2ccc(S(=O)(=O)N3CCOCC3)cc12,1,i,29,0.4,6,-10,-1,0,-7,i
Cc1ccc(NC(=O)c2sccc2-n2cccc2)c(C)c1,-2,i,-1,0.2,-5,0,-3,3,5,i
CCSC1=NCCN1C(=O)c1ccc(S(=O)(=O)N(CC)CC)cc1,1,i,-5,1.0,0,2,4,1,-4,i
O=C(CSc1ccccc1)N1CCc2ccccc21,-1,i,-13,0.0,-2,-1,-4,1,-2,i
CCCC(=O)Oc1ccc(C2NC(=O)c3ccccc3O2)cc1OC (configuration not stated),2,i,-2,-2.2,0,0,-8,-1,-6,i
CCOc1ccc(NC(=O)CC2NCCNC2=O)cc1 (configuration not stated),1,i,-3,-0.8,3,-2,6,0,-1,i
Cc1cc(/C=N/NC(=O)Cn2c3ccccc3c(=O)c3ccccc32)c(C)n1-c1ccccc1,-14,.,-1,2.9,-17,1,45*,5,5,i
CCOc1ccc(-n2c(SCC(=O)Nc3ccc(C(=O)O)cc3)nc3ccccc3c2=O)cc1,0,i,-11,-1.7,-2,3,-4,-7,3,i
CCn1c(SCc2cccc(F)c2)nc2c(c1=O)SCC2,-5,i,-11,0.4,-1,1,-1,1,-1,i
